ATG4B inh – blocks human ATG4B protease cleavage of LC3 substrate. Q9Y4P1. ATG4B cleavage of LC3-PLA2, NBD-HPC fluorescence, 1 h. inhibition, % at 8.33 µM. 340,000 compounds, 0.51% hits; in the data active = inhibition above about 40%
PfGluPho inh – PfG6PD (Plasmodium falciparum) enzyme inhibition. PfGluPho enzyme, NADPH resazurin-diaphorase fluorescence. AID 504690. 350,000 compounds, 0.78% hits. inhibition, % at 20 µM;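 active = inhibition reaching at least a set limit at 20 µM in the primary screen, cut at about 59% in these data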;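 note: 0% = DMSO wells with substrate and 100% = DMSO wells lacking glucose-6-phosphate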
SENP6 block – inhibitors of human SENP6 protease; Recombinant SENP6 catalytic domain, aminoluciferin luminescence; inhibition, % at 10 µM; 330,000 compounds, 1.8% hits; Q9GZR1;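 active = inhibition above about 50% at the single tested dose, limit read from the data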;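 note: plate controls were DMSO wells with enzyme for no effect and DMSO wells lacking enzyme for full effect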
Target sequence (Q9GZR1 628-1112 limits assumed): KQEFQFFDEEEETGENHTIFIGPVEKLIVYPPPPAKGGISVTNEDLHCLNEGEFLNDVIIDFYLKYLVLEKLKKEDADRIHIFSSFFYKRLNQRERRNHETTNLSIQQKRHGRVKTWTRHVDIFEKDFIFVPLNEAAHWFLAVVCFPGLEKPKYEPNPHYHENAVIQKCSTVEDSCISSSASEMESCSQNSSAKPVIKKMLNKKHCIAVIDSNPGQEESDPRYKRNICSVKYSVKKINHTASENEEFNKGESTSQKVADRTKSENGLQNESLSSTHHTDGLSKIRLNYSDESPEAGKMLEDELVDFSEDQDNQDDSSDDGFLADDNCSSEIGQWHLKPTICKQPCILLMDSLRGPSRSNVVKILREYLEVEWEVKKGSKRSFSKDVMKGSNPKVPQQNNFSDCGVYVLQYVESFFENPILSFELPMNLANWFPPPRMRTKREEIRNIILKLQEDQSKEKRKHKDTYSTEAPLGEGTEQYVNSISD
MPTP inh – permeability transition pore inhibition; isolated mouse mitochondria, Ca2+ swelling absorbance, 30 min; 360,000 compounds, 1.4% hits; inhibition, % at 10 µM; AID 602449;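 active = inhibition of 50% or more, scaled per plate between neutral and stimulator controls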;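 note: 0% = DMSO wells given calcium and 100% = 1 mM EGTA wells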
HKDC1 inhibitor – inhibitors of human hexokinase HKDC1; recombinant HKDC1, G6PDH/diaphorase resazurin coupled fluorescence; inhibition, % at 20 µM; 340,000 compounds, 0.16% hits; AID 493160;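 active = inhibition above about 35% when tested at 20 µM, limit read from the data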;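 note: plate controls were DMSO wells with enzyme for no effect and DMSO wells lacking enzyme for full effect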
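Incubation: 90 min at room temperature in dark / Material: recombinant HKDC1 (HK5) hexokinase enzyme, produced in-house / Quantity: enzyme 5 µg/mL final / Compound: one dose of 20 µM, 1% DMSO / Reagent: glucose and ATP substrates / Buffer or medium: Tris pH 8.0 buffer with MgCl2, Tween-20, BSA, BME / Technique: resorufin fluorescence at 613 nm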
GRIN3A LBD mod – modulators (binders) of human NR3A ligand-binding domain; NR3A LBD differential scanning fluorimetry, Tm shift; 0% = protein alone, 100% = glycine-bound protein; Tm shift relative to glycine control, % at 25 µM; 340,000 compounds, 2.5% hits; AID 1259313;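 active = melting temperature shift of at least 10% of the positive control shift, at one fixed dose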
SENP7 inh – inhibitors of human SENP7 protease; Q9BQF6; recombinant SENP7, Z-RLRGG-aminoluciferin luminescence, 40 min; inhibition, % at 5 µM; 330,000 compounds, 1.5% hits;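 active = inhibition above about 50% at the single test dose, limit read from the data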;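 note: plate controls were DMSO with enzyme for no effect and no enzyme buffer wells for full effect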
Target sequence (Q9BQF6 706-1050 limits assumed): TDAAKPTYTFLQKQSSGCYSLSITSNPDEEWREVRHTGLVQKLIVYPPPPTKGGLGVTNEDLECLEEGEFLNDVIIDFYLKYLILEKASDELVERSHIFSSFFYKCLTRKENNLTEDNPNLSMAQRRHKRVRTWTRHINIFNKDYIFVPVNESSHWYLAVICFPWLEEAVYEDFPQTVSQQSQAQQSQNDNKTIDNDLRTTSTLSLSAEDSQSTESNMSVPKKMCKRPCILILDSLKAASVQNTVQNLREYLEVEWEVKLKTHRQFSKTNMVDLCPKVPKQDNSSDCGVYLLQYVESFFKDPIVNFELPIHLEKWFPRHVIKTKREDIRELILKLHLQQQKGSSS
SENP8 inh – SENP8 (human) protease inhibition; recombinant SENP8, Nedd8 substrate fluorescence; inhibition, % at 20 µM; 360,000 compounds, 0.64% hits; AID 602440; in the data active = inhibition mostly above about 40%, no sharp cut-off; inactive = mostly below about 27%
Target sequence (Q96LD8 whole entry, looked up): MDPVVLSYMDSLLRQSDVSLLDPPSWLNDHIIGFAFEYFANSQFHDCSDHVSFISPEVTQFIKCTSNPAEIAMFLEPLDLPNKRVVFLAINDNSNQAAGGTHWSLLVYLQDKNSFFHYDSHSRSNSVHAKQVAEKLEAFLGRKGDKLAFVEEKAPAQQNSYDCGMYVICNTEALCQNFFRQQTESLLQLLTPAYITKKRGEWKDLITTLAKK
Active calls of the source: *; . = no result given.

1. Nc1cc(C(F)(F)F)ccc1Nc1ccccc1
2. Cn1cc([N+](=O)[O-])c(C(=O)N(Cc2ccccc2)Cc2ccccc2)n1
3. COc1ccc(-c2ccc(NCCC3=CCCCC3)nn2)cc1OC
4. CC1CCN(C(=O)CSc2nnc3ccccn23)CC1
5. C/C=C\C(=O)Nc1cccc(C2=NOC3(C2)C[C@@H](C(N)=O)N(C(=O)c2ccc(OC)cc2)C3)c1 (some centres undefined)
6. COc1ccccc1C(=O)OCC(=O)NC1CCCC1
7. Cc1onc(-c2ccccc2)c1C(=O)Nc1ccc(-c2nnc3n2CCCCC3)cc1
8. CC1CCCC(C)N1C(=O)COC(=O)c1ccc2c(c1)OCO2 (centres undefined)

Assay by compound	1	2	3	4	5	6	7	8
ATG4B inh	3	-4	24	-6	-3	4	-4	5
PfGluPho inh	2	3	-2	5	-1	1	8	-6
SENP6 block	0	4	-17	-15	6	11	1	-9
MPTP inh	1.1	6.6	-1.6	-0.4	.	-1.5	-1.8	-0.1
HKDC1 inhibitor	-7	-6	-9	-4	0	-9	7	-2
GRIN3A LBD mod	3	-2	1	3	1	-2	3	0
SENP7 inh	-4	-1	1	2	-1	3	9	-5
SENP8 inh	-59	23	-17	-24	.	6	13	6

9. COc1ccccc1OCCOCCOc1ccc(C)cc1[N+](=O)[O-]
10. CCCc1cc(=O)[nH]c(SCCOc2ccc(OCC)cc2)n1
11. CN(c1ccccc1)c1nc(N)c([N+](=O)[O-])c(N2CCOCC2)n1
12. O=C(CCN1CCCCCC1)Nc1ccc2c(c1)OCCO2
13. O=C(OCc1csc(-c2ccccc2)n1)c1ccccc1O
14. Cc1cc(NC(=O)COc2cccc(C)c2C)no1
15. COC(=O)[C@H](Cc1ccccc1)NC(=O)NCCc1ccc(S(N)(=O)=O)cc1
16. O=C(O)CSCNC(=O)C12CC3CC(CC(C3)C1)C2

Assay by compound	9	10	11	12	13	14	15	16
ATG4B inh	-10	-4	0	1	-2	-7	-8	-3
PfGluPho inh	7	-4	-7	-6	14	17	-4	-17
SENP6 block	-10	-6	-10	2	92*	-16	-8	0
MPTP inh	-0.2	-0.6	1.7	-0.6	-0.5	-0.5	0.4	-2.2
HKDC1 inhibitor	-8	0	-4	1	6	0	-1	-2
GRIN3A LBD mod	1	2	-1	1	2	2	-1	-1
SENP7 inh	-2	13	6	-5	91*	6	-10	1
SENP8 inh	17	21	27	20	12	10	16	22

Exported as labelled records: entries from further up.
14	Cc1cc(NC(=O)COc2cccc(C)c2C)no1
  ATG4B inh: -7; PfGluPho inh: 17; SENP6 block: -16; MPTP inh: -0.5; HKDC1 inhibitor: 0; GRIN3A LBD mod: 2; SENP7 inh: 6; SENP8 inh: 10

15	COC(=O)[C@H](Cc1ccccc1)NC(=O)NCCc1ccc(S(N)(=O)=O)cc1
  ATG4B inh: -8; PfGluPho inh: -4; SENP6 block: -8; MPTP inh: 0.4; HKDC1 inhibitor: -1; GRIN3A LBD mod: -1; SENP7 inh: -10; SENP8 inh: 16

Other results follow:
17. CC1CC1C(=O)N(C)CC(=O)Nc1ccccc1Br (centres undefined)
18. CCC(=O)N1c2ccc(S(=O)(=O)CCC(=O)N3CCn4c3nc3ccccc34)cc2CC1C (centres undefined)
19. O=C(NCCN1CCOCC1)c1cccc(S(=O)(=O)Nc2ccc(F)cc2)c1
20. Cc1cccc(C(=O)N2CCCCCC2)c1[N+](=O)[O-]
21. Cc1noc(C)c1Cc1c(Cl)cccc1Cl
22. COc1ccc(CN2C(=NC(=O)CCc3ccccc3)SC3CS(=O)(=O)CC32)cc1 (centres undefined)
23. O=C(/C=C/c1ccc(F)cc1)NC(Cc1c[nH]c2ccccc12)C(=O)O (centres undefined)
24. NS(=O)(=O)c1ccc(CNC(=O)c2cc(-c3cccs3)nc3ccccc23)cc1

Assay by compound	17	18	19	20	21	22	23	24
ATG4B inh	-6	-10	-1	-8	-1	-5	1	-13
PfGluPho inh	-1	8	4	-2	14	0	-18	6
SENP6 block	-6	-20	5	4	5	2	5	-20
MPTP inh	-0.8	0.2	-0.3	0.0	1.9	-0.7	-2.0	1.6
HKDC1 inhibitor	0	-7	-2	14	-2	-8	14	3
GRIN3A LBD mod	1	2	-3	-1	-4	-2	-1	-3
SENP7 inh	9	-5	2	6	-8	3	4	-6
SENP8 inh	3	15	4	14	17	8	10	-430

25. CC(C)(C)C(=O)NCc1ccc(C(=O)CN2C(=O)NC3(CCCC3)C2=O)s1
26. CN(C1CCCC1)C1CCN(C(=S)Nc2cc(F)cc(F)c2)CC1
27. COc1cc(C)nc(-c2csc(C)n2)n1
28. Cc1c(C2(O)CCCCC2)[nH]c2ncccc12
29. COc1ccc(C(CCN2CCCC2)c2c(OC)cc(OC)c3c(-c4ccccc4)cc(=O)oc23)cc1 (centres undefined)
30. Cc1cccnc1NC(=O)Cn1c(=O)oc2ccccc21
31. CN1C(N)=NC(=O)/C1=C/c1ccc(F)cc1
32. COc1cccc(-c2ccc(C#N)c(SCC(=O)NCCc3cccc(Cl)c3)n2)c1

Assay by compound	25	26	27	28	29	30	31	32
ATG4B inh	0	10	3	3	-3	-4	-9	-9
PfGluPho inh	10	4	-17	0	6	-1	4	2
SENP6 block	-8	7	-10	4	-8	-5	-8	-15
MPTP inh	-0.8	-0.7	-1.6	-0.7	-0.3	-0.1	1.8	4.1
HKDC1 inhibitor	0	-8	-5	-6	-1	-3	-2	9
GRIN3A LBD mod	2	0	-1	1	-4	0	-1	-11
SENP7 inh	-2	0	8	0	9	-1	-9	2
SENP8 inh	-3	8	6	-36	-174	4	4	-294

33. C=C(C)C(=O)N1CC2(CC(c3cccc(NC(=O)CCCCC)c3)=NO2)C[C@H]1C(N)=O (some centres undefined)
34. C=CCC(C#Cc1ccccc1)[N+](C)(C)CC=C (centres undefined)
35. CCCCCCCCNc1ncnc2ccccc12
36. O=C(Cn1ccc(NC(=O)OCc2ccccc2)nc1=O)NCCCc1ccccc1
37. CC(C)Cn1c(=O)c(C(=O)N/N=C/c2cccc(F)c2)c(O)c2ccccc21
38. CCOCCn1ccc2c(OCC(=O)Nc3ccc(OC)c(OC)c3)cccc2c1=O
39. O=C(Nc1cccc(S(=O)(=O)C(F)F)c1)c1ccc(S(=O)(=O)N2CCCCC2)cc1
40. O=C1S/C(=C\c2ccc(O)c([N+](=O)[O-])c2)C(=O)N1c1ccccc1Cl

Assay by compound	33	34	35	36	37	38	39	40
ATG4B inh	-6	4	5	-10	10	-1	-13	9
PfGluPho inh	-18	0	9	-9	-10	8	9	1
SENP6 block	0	-15	-8	4	-24	-8	1	-8
MPTP inh	1.5	-1.2	103*	1.2	20	3.9	-0.7	59*
HKDC1 inhibitor	-5	-10	15	-2	-3	-1	5	6
GRIN3A LBD mod	-2	0	-40	1	-3	1	-7	2
SENP7 inh	-4	8	-6	6	0	-9	-2	-9
SENP8 inh	12	38	9	14	-8	-90	16	28

Looked up above:
compound 23 @ PfGluPho inh = -18
compound 8 @ HKDC1 inhibitor = -2

(list continues)
41. COc1ccc(C(=O)N2CCCC(C(=O)N3CCCCCC3)C2)cc1 (centres undefined)
42. COc1ccc(N(CC(=O)NCc2ccco2)S(=O)(=O)c2ccc(OC)c(OC)c2)cc1
43. COc1cccc(Cn2cccc(NC(=O)Nc3ccccc3C)c2=O)c1
44. Cc1cccc(C)c1NC(=O)COC(=O)c1cc(=O)[nH]c2ccccc12
45. COc1cc(/C=C/C(=O)OCC(=O)NCc2ccco2)ccc1O
46. COc1cccc(-c2nnc(NC(=O)c3cccc(F)c3)o2)c1
47. COc1ccccc1/C=[N+](\[O-])C1SC(=S)N(C)C1(C)C (centres undefined)
48. Cc1ccc(-c2nnn(CC(=O)N(Cc3ccco3)C(C(=O)NC(C)(C)C)c3cccs3)n2)o1 (centres undefined)

Assay by compound	41	42	43	44	45	46	47	48
ATG4B inh	4	3	8	3	2	2	1	5
PfGluPho inh	-14	-1	0	-4	17	-25	-5	9
SENP6 block	-5	13	-3	2	1	60*	13	-4
MPTP inh	1.7	-1.4	-2.0	0.0	0.2	-3.5	0.0	0.5
HKDC1 inhibitor	-5	14	21	-2	-2	-2	-1	10
GRIN3A LBD mod	-1	0	4	-2	-5	-4	1	1
SENP7 inh	-1	1	-1	-1	-7	33	6	7
SENP8 inh	12	5	-413	-300	-336	15	6	0

49. COc1ccc2c(c1OC)C(=O)N1C2SC[C@H]1C(=O)NC1CCCCC1 (some centres undefined)
50. Cn1ncc(Cl)c1C(=O)N1CCN(c2ccc(F)cc2)CC1
51. CC1CN(C(=O)COC(=O)c2ccc(O)cc2)CC(C)O1 (centres undefined)
52. Clc1ccc(N2CCN(Cc3ccco3)CC2)cc1
53. O=c1c2ccccc2nc(CSc2nnnn2-c2ccccc2)n1-c1ccccc1
54. COc1ccc(CN(C(=O)c2nsc(Cl)c2Cl)C(C(=O)NC2CCCC2)c2ccc(OC)cc2)cc1 (centres undefined)
55. Nc1nnc(-c2ccccc2[N+](=O)[O-])o1
56. COc1ccc(OCCOC(=O)CNC(=O)c2cccc(C)c2)cc1

Assay by compound	49	50	51	52	53	54	55	56
ATG4B inh	-34	4	2	-7	-10	-8	-7	1
PfGluPho inh	9	-6	-10	-6	0	1	8	-10
SENP6 block	-6	8	-17	-35	.	-11	10	-8
MPTP inh	-1.0	-0.9	0.2	0.3	0.9	0.4	-1.0	-0.2
HKDC1 inhibitor	-2	-2	-5	-2	-6	-8	1	-5
GRIN3A LBD mod	-2	2	-2	1	0	1	1	2
SENP7 inh	-7	-12	10	7	.	-5	-8	-4
SENP8 inh	-216	6	8	3	23	-1	-10	9

57. CN1CCN(C(=S)NC(=O)c2cccc([N+](=O)[O-])c2)CC1
58. Cc1cc(NC(=O)c2ccc(Br)cc2)nc(C)n1
59. CCc1ccc(-c2cn(C3CCCCC3)c(=S)[nH]2)cc1
60. c1ccc(Oc2cccc(OCCn3cncn3)c2)cc1
61. C=CCn1cc(C(=O)NCc2ccco2)c(=O)c2cc(S(=O)(=O)N3CCCCCC3)ccc21
62. CC(C)CN(C(=O)COC(=O)COc1ccc2c(c1)CCC2)c1c(N)n(Cc2ccccc2)c(=O)[nH]c1=O
63. O=C(O)/C=C/c1ccc(S(=O)(=O)NCc2ccco2)cc1
64. O=CN1Cc2[nH]c3ccccc3c2N(c2ccc(Cl)cc2)C1=O
65. CC(Oc1cccc(Cl)c1)C(=O)Nc1ccccc1N1CCCCC1 (centres undefined)

Assay by compound	57	58	59	60	61	62	63	64	65
ATG4B inh	6	-7	-2	-7	-10	-7	-5	-1	-3
PfGluPho inh	-8	-2	26	1	13	1	2	-1	18
SENP6 block	-2	-12	9	-5	-12	-24	-18	9	-15
MPTP inh	1.8	-0.4	1.1	-0.1	5.2	-0.6	-0.3	0.2	1.3
HKDC1 inhibitor	0	2	3	-1	6	0	-2	0	0
GRIN3A LBD mod	0	0	1	2	1	4	1	-1	4
SENP7 inh	7	7	10	5	-8	5	5	-5	-1
SENP8 inh	5	17	-48	15	0	7	2	2	15

Of the compounds above, these have an NH in an aromatic ring.
10. CCCc1cc(=O)[nH]c(SCCOc2ccc(OCC)cc2)n1
23. O=C(/C=C/c1ccc(F)cc1)NC(Cc1c[nH]c2ccccc12)C(=O)O (centres undefined)
28. Cc1c(C2(O)CCCCC2)[nH]c2ncccc12
44. Cc1cccc(C)c1NC(=O)COC(=O)c1cc(=O)[nH]c2ccccc12
59. CCc1ccc(-c2cn(C3CCCCC3)c(=S)[nH]2)cc1
62. CC(C)CN(C(=O)COC(=O)COc1ccc2c(c1)CCC2)c1c(N)n(Cc2ccccc2)c(=O)[nH]c1=O
64. O=CN1Cc2[nH]c3ccccc3c2N(c2ccc(Cl)cc2)C1=O

Assay by compound	10	23	28	44	59	62	64
ATG4B inh	-4	1	3	3	-2	-7	-1
PfGluPho inh	-4	-18	0	-4	26	1	-1
SENP6 block	-6	5	4	2	9	-24	9
MPTP inh	-0.6	-2.0	-0.7	0.0	1.1	-0.6	0.2
HKDC1 inhibitor	0	14	-6	-2	3	0	0
GRIN3A LBD mod	2	-1	1	-2	1	4	-1
SENP7 inh	13	4	0	-1	10	5	-5
SENP8 inh	21	10	-36	-300	-48	7	2

Compound activity as filed in PubChem BioAssay.
